Source: PubChem
ST2 inh: inhibitors of human ST2 (IL1RL1) binding to IL-33, primary screen, biochemical, AlphaLISA; Interleukin-1 receptor-like 1 (Homo sapiens), Q01638; actives 2.3% (n = 78,000); inhibition, % for hits at 17 µM; AID 1259354, 2018; AlphaLISA ST2-Fc/biotin-IL-33 interaction, 1 h; in the data active means inhibition above about 30%; inconclusive means mostly about 10% to 28%
Target sequence (Q01638 whole entry, looked up): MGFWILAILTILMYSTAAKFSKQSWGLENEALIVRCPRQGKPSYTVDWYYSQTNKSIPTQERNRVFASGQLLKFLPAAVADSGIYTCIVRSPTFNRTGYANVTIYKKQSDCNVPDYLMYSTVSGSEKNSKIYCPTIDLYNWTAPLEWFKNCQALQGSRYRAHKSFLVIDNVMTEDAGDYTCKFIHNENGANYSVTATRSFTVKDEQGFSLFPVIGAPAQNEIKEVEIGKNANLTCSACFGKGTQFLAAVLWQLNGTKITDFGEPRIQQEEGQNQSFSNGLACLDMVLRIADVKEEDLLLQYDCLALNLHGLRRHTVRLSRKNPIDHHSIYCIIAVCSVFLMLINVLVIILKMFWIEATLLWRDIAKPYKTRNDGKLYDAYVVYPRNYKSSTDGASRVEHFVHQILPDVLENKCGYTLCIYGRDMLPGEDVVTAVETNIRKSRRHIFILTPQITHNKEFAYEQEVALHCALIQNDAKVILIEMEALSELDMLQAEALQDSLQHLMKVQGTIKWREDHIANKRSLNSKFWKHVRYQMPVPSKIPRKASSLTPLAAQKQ
The depositor's hits bear a star; i = inactive; ? = inconclusive. Some of the compounds tested, so the mix of outcomes need not match the whole.

#	Structure	ST2 inh
1	Cc1cc(C)n(CC(C)Nc2ncc(C)c(N(C)C)n2)n1 (stereo unspecified)	i
2	CN1CCc2c(sc3c2C(=O)NC(/C=C\c2ccc4c(c2)OCO4)N3)C1 (stereo unspecified)	?
3	N#Cc1ccc(CNC(=O)[C@@H]2Cc3nc[nH]c3CN2Cc2ccc(OC(F)(F)F)cc2)cc1	i
4	Cc1ccc(OC2CCN(C(=O)C3CCC(=O)N(CCN4CCOCC4)C3)CC2)cc1 (stereo unspecified)	i
5	O=C(Nc1nc(-c2ccc(F)cc2)cs1)c1cnccn1	?
6	CC(C)Cc1ccc(S(=O)(=O)Nc2ccccc2Br)cc1	i
7	Cc1cc(N2CCC(C)CC2)nc2ccc(NC(=O)CCC(=O)N3CCCC(C)C3)cc12 (stereo unspecified)	i
8	Cc1cc(N2CCOCC2)nc(N2CCN(S(=O)(=O)c3ccc(Br)cc3)CC2)n1	?
9	CC(C)NC(=O)C1CCN(S(=O)(=O)N2CCCC2)CC1	i
10	CCc1ncc(C(=O)N(Cc2cccnc2)Cc2cccnc2)cn1	?
11	CC[C@@H]1Cc2cc(O)ccc2C2=C1c1ccc(O)cc1C[C@H]2CC	?
12	O=C(Nc1c(C(=O)Nc2cccc(F)c2)oc2ccccc12)c1cccs1	i
13	COc1ccc(C2C(C#N)=C(N)Oc3n[nH]c(C)c32)cc1OCc1ccccc1 (stereo unspecified)	i
14	O=C(Nc1ccsc1)N[C@H]1C[C@H]2C(=O)NC[C@@H](CCC(=O)N3CCC(O)CC3)N2C1	i
15	CN(C)c1ncc(-c2nccn2CCc2ccccc2Cl)cn1	i
16	Cc1cccnc1NCCNC(C)C(=O)NC1CCCC1 (stereo unspecified)	i
17	c1ccc(N2CCN(C3CCCN(Cc4ccn[nH]4)C3)CC2)cc1 (stereo unspecified)	i
18	NC1CC(=O)N(CCc2cccc(Cl)c2)C1 (stereo unspecified)	i
19	Cc1nc2cc(C(=O)N3CCCC(CO)(Cc4ccccc4)C3)ccc2n1-c1ccccc1 (stereo unspecified)	i
20	CCc1cc2cnsc2s1	i
21	COc1ccc(-c2nc3ccc(Br)cc3c(=O)o2)cc1	i
22	O=C(CNC(=O)C1CCCCC1)Nc1ccccc1Cl	i
23	O=C(O)c1cc(NC(=O)c2ccc(N3C(=O)C4C5C=CC(C5)C4C3=O)cc2)cc(C(=O)O)c1 (stereo unspecified)	i
24	Nc1nonc1-c1noc(COc2cc(Cl)c(Cl)cc2Cl)n1	?
25	CCOc1ccc(-c2cc(NC3CCCC3)nc3[nH]ccc23)nn1	?
26	Clc1nc(N2CCCCC2)nc(-n2ccnc2)n1	?
27	Cn1nnnc1SCCNC(=O)c1cnn2c1CCCC2	?
28	CCOc1ccc(NC2=CC(=NS(=O)(=O)c3ccc(OCC)cc3)c3ccccc3C2=O)cc1	93%*
29	COc1cccc(CNc2ccc3c(c2)ncn3-c2ccccc2)c1OC	i
30	Cc1c(NS(=O)(=O)c2ccc(Br)cc2)cccc1[N+](=O)[O-]	i
31	Cc1cc2cc(C(=O)NC(C)c3cnn(-c4ccccc4)c3C)ccc2o1 (stereo unspecified)	i
32	CCOC(=O)COc1ccc2c(c1)C(=O)CC(C)(C)O2	i
33	O=C1OC(c2ccccc2Cl)=N/C1=C\c1ccc(-c2cccc([N+](=O)[O-])c2)o1	?
34	CC(O)Cn1c2ccccc2c2cc(Cl)ccc21 (stereo unspecified)	i
35	COc1ccc2c(c1)C(C)(CC#N)C(=O)N2C (stereo unspecified)	i
36	CC(C(=O)Nc1cccc(NC(=O)CCc2ccccc2)c1)N1CCCC1=O (stereo unspecified)	?
37	CCNC(=O)N1CC[C@H]2CC(=O)N(c3ccccc3)CC[C@H]2C1	?
38	C=CCc1c(C)nc2nc(SCC(=O)Nc3ccccc3CC)nn2c1C	i
39	Cn1c(NCc2ccco2)nc2c1c(=O)n(Cc1ccc(F)cc1)c(=O)n2C	?
40	CCc1c(C)sc(NC(=O)c2noc3c2CCc2cc(OC)ccc2-3)c1C#N	i
41	COc1ccccc1/C=C1/SC(N2CCCCC2)=NC1=O	?
42	CCOc1ccc(NC(=O)c2sc3nc(C)nc(N4CCOCC4)c3c2C)cc1	?
43	O=C(/C=C/c1ccncc1)NC1CCCN(Cc2ccc(Cl)cc2)C1 (stereo unspecified)	?
44	CCC1=C(c2ccc(OC)cc2)S(=O)(=O)N(CC(=O)NC(C)CCc2ccccc2)C1=O (stereo unspecified)	i
45	CCCCNC(=O)CCS(=O)(=O)c1cc(Br)cc2c1N(C(C)=O)CC2	i
46	CCC1CCCCN1C(=O)CSc1nc2c(c(=O)n1-c1ccc(Cl)cc1)SCC2 (stereo unspecified)	i
47	C=CCn1c(CNC(C)=O)nc2ccccc21	?
48	CN(CCCc1cnn(C)c1)C(=O)c1cnn2ccn(C)c12	?
49	CC(C)CCNC(=O)CSC1=Nc2ccccc2C2=NC(Cc3ccccc3)C(=O)N12 (stereo unspecified)	i
50	CN(C)C(=O)c1ccc2c(c1)nc(CN1CCN(S(=O)(=O)N(C)C)CC1)n2C	i
51	COc1ccc(CCNS(=O)(=O)c2ccc3c(c2)OCCO3)cc1OC	i
52	Cn1ccnc1CN1C(=O)CO[C@H]2CN(C3CCOCC3)C[C@H]21	i
53	N#Cc1c(SCC(=O)Nc2ccccc2)ncc2cc3ccccc3nc12	32%*
54	COc1ccc(CN(C)Cc2nc(NCc3cccs3)c3ccccc3n2)c2cccnc12	?
55	O=C(O)c1cccc(NC(=O)c2ccc(S(=O)(=O)N3CCCCC3)cc2)c1	i
56	Cc1cccc(-c2noc([C@@H]3Cc4nc[nH]c4CN3C(=O)CC(C)(C)CC(=O)O)n2)c1	i
57	O=C(Nc1ccccc1[N+](=O)[O-])c1[nH]ncc1[N+](=O)[O-]	i
58	Cc1nnsc1CN(C)Cc1c(-c2ccccc2)nc2ccccn12	i
59	CC(C)Cn1cc(C(=O)NC2CC2)c2c3ccccc3n(C)c2c1=O	i
60	N#CC1=C2NC(=O)c3c(sc4c3CCCCC4)N2C2=C(C(=O)CCC2)C1c1cccnc1 (stereo unspecified)	?

Continuation:
#	Structure	ST2 inh
61	COC(=O)c1sc2ccccc2c1NC(=O)c1ccc(C#N)cc1	i
62	CC1CCc2nc(NC(=O)c3ccc(S(=O)(=O)N4CCc5ccccc54)cc3)sc2C1 (stereo unspecified)	30%*
63	CC(C)C(=O)Nc1cccnc1-c1cccc2[nH]ccc12	?
64	COc1c(C)cc(C(=O)N2CCN(c3ncccn3)CC2C(=O)O)cc1C (stereo unspecified)	?
65	COc1cccc(Nc2cc(C)nc3c(C)cc(C)cc23)c1	i
66	CN(C)C(=O)N1CCC(C(=O)N2CCCC(Nc3ccc4c(c3)OCCO4)C2)CC1 (stereo unspecified)	i
67	CC(C)C1CN(C(=O)Cc2ccc3c(c2)OCO3)CCC(=O)N1CC1CC1 (stereo unspecified)	i
68	CC(C)Cn1c(CN2CCCC2c2ccccn2)cnc1S(C)(=O)=O (stereo unspecified)	i
69	O[C@@H]1C[C@@H](c2nc(-c3ccncc3)no2)N(Cc2cccc(OC(F)(F)F)c2)C1	i
70	O=C(CN1C(=O)COc2ccc(S(=O)(=O)N3CCCC3)cc21)NCCc1ccc(Cl)cc1	i
71	Cc1ccc(Nc2cc(C)nc(N3CCN(S(=O)(=O)c4ccccc4F)CC3)n2)cc1	i
72	CC1=NN(c2cccc(Br)c2)C(=O)/C1=C\c1ccc(-c2cccc([N+](=O)[O-])c2)o1	i
73	CCN(CC)C1CCN(C(=O)c2cc(Cn3ccc4ccccc43)[nH]n2)C1 (stereo unspecified)	i
74	Cc1c(CN2CCC(CNS(=O)(=O)C3CC3)C2)oc2ccccc12 (stereo unspecified)	i
75	COc1ccc(C(C)(C)c2ccc(O)cc2)cc1	i
76	COC(=O)c1c(NC(=O)c2ccccc2)c2cc(NC3CCSCC3)cnc2n1Cc1ccco1	i
77	COCCN(Cc1cnn(C)c1)c1nc(C)nc2sccc12	i
78	Cc1cc(C)c(S(=O)(=O)N=C2C=CC(=O)C(Br)=C2)cc1C	?
79	Cc1cccc(C(=O)Nc2ccc3ncccc3c2)c1	i
80	CC1(C)CC(=O)C2=C(C1)Nc1ccccc1N(C(=O)C(F)(F)F)C2c1ccc([N+](=O)[O-])cc1 (stereo unspecified)	?
81	COc1ccc(C2CC(c3ccc(OCc4ccccc4)cc3)n3nc(N)nc3N2)cc1 (stereo unspecified)	?
82	COCc1cc(C)nc(SCC(=O)c2ccc(O)c(O)c2)c1C#N	i
83	Cc1nc2sc(C(=O)c3ccccc3)c(N)c2c(C)c1C	i
84	CC1=C(C(=O)Nc2cccnc2)C(c2ccccc2F)n2nnnc2N1 (stereo unspecified)	i
85	CCn1cc(SCC(=O)N2CCC3(CC2)CNC(=O)C3)c2ccccc21	i
86	CCC(=O)N1c2ccccc2-c2nnc(SC)nc2OC1c1ccc(C)o1 (stereo unspecified)	i
87	CS(=O)(=O)NCCSCc1ccc(Cl)cc1Cl	i
88	O=C(CCNC(=O)c1ccc(F)cc1)NCc1cnc2ccccn12	?
89	Cc1ccccc1NS(=O)(=O)c1ccc(C)c(C(N)=O)c1	?
90	Cc1sc2ncnc(Oc3ccccc3Br)c2c1C	i

Four records picked at random from the list so far:
#	Structure	ST2 inh
14	O=C(Nc1ccsc1)N[C@H]1C[C@H]2C(=O)NC[C@@H](CCC(=O)N3CCC(O)CC3)N2C1	i
28	CCOc1ccc(NC2=CC(=NS(=O)(=O)c3ccc(OCC)cc3)c3ccccc3C2=O)cc1	93%*
1	Cc1cc(C)n(CC(C)Nc2ncc(C)c(N(C)C)n2)n1 (stereo unspecified)	i
33	O=C1OC(c2ccccc2Cl)=N/C1=C\c1ccc(-c2cccc([N+](=O)[O-])c2)o1	?

Further compounds
#	Structure	ST2 inh
91	CC(C)(C)NC(=O)c1ccc(NC(=O)C(C)(C)C)cc1	i
92	O=C1NN(c2ccccc2)C(=O)/C1=C/c1cccc(F)c1	i
93	COc1cc(OC)c(C=Nc2ccc([N+](=O)[O-])cc2)cc1Br	?
94	OC[C@@H](Cc1ccccc1)n1cnnc1	i
95	Cc1nc(N2CCCC(NC3CCCCC3)CC2)nc2ccc(F)cc12 (stereo unspecified)	i
96	CCN(CC)S(=O)(=O)c1ccc(C(=O)Nc2nnc(-c3ccc(OC)cc3OC)o2)cc1	i
97	COc1cccc(CNC(=O)CCC2CCCN(C(=O)Cc3cccc(C)c3)C2)c1 (stereo unspecified)	i
98	COc1ccc(/C=C\C(=O)Nc2cc(C)c3c(=O)oc4ccccc4c3n2)cc1OC	i
99	CC(C)c1ccc(N(C(=O)c2c(F)cccc2F)C2C=CS(=O)(=O)C2)cc1 (stereo unspecified)	i
100	COc1cccc(C2C(C(=O)Nc3cccnc3)=C(C)Nc3nnnn32)c1OC (stereo unspecified)	i
101	Cc1ccc(-c2ccnc(NCc3c(C)ncc4c3CCNC4)n2)c(C)n1	i
102	CC(=O)c1ccc(N2C(=O)c3ccc(-c4nc5ccccc5c(=O)o4)cc3C2=O)cc1	i
103	COc1ccc(NC(=O)C(N)=O)c(OC)c1	i
104	CC(Oc1cccc(-c2cccc3cnccc23)c1)C(N)=O (stereo unspecified)	i
105	O=C1CCC[C@H]2[C@@H]3C[C@@H](CN(c4cc(N5CCC(O)CC5)ncn4)C3)CN12	i
106	COc1cc2cccc(OC)c(=O)c2c(OC)c1OC	?
107	CC(C)Nc1ncnc2c1cnn2-c1ccccc1	i
108	CC1=C(C(=O)Nc2ccc(C)cn2)C(c2cccnc2)C2=C(CCCC2=O)N1 (stereo unspecified)	i
109	Cc1ccc(Nc2cc(C)nc(N3CCN(S(=O)(=O)c4cccc(F)c4)CC3)n2)cc1	?
110	O=C(C1CC1)N1CCC(Oc2cccc(C(=O)N3CC4C[C@@H]5CC3C[C@H](C4)C5)c2)CC1	i
111	COc1ccc(NC(=O)/C=C/c2ccc3c(c2)OCO3)c([N+](=O)[O-])c1	i
112	COc1ccc(Cl)cc1S(=O)(=O)N1CCN(c2cc(-c3cccc(F)c3)ncn2)CC1	i
113	CC(C)NC(=O)NC[C@H]1O[C@@H](CO)[C@@H](O)[C@H]1N(C)CCN(C)C	i
114	CC(C)(O[C@@H]1O[C@H](CO)[C@@H](O)[C@H](O)[C@H]1O)C(OC(=O)/C=C/c1ccc(O)cc1)C(=O)OCc1ccc(O[C@@H]2O[C@H](CO)[C@@H](O)[C@H](O)[C@H]2O)cc1 (stereo partly specified)	i
115	NC(=O)c1ccc(-c2nnc(Nc3ccc(C(=O)Nc4ccccc4)cc3)c3ccccc23)cc1	?
116	CCSc1nc2sc3c(c2c(=O)[nH]1)CCc1ccccc1-3	i
117	c1cncc(CNc2ncnc3ccccc23)c1	i
118	Cc1cc(N2CCOCC2)nc(N2CCN(S(=O)(=O)c3cccc(Cl)c3)CC2)n1	?
119	COc1ccc(-c2csc(NC(=O)c3cc4ccccc4oc3=O)n2)c(OC)c1	?
120	CC(C)(C)c1cc(CN2CCc3[nH]cnc3C2c2ccsc2)[nH]n1 (stereo unspecified)	i

Given as labelled records: entries from further up.
[115] NC(=O)c1ccc(-c2nnc(Nc3ccc(C(=O)Nc4ccccc4)cc3)c3ccccc23)cc1
  ST2 inh: ?
[116] CCSc1nc2sc3c(c2c(=O)[nH]1)CCc1ccccc1-3
  ST2 inh: i
[117] c1cncc(CNc2ncnc3ccccc23)c1
  ST2 inh: i
[118] Cc1cc(N2CCOCC2)nc(N2CCN(S(=O)(=O)c3cccc(Cl)c3)CC2)n1
  ST2 inh: ?

Next entries follow.
#	Structure	ST2 inh
121	CCc1ncc2c(n1)CN(C(=O)c1ccc(-n3ccnc3)cc1)C2	i
122	CC(C(=O)O)N1C(=O)C2C3c4ccccc4C(c4ccccc43)C2C1=O (stereo unspecified)	i
123	CCCn1cc(SCC(=O)Nc2ccccc2)c2ccccc21	i
124	CNCc1cn(C[C@H]2O[C@@H](CC(=O)NCc3ccc(OC)cc3)[C@H](O)[C@@H]2O)nn1	i
125	O=C1OC(c2ccc(-c3ccccc3)cc2)=N/C1=C\c1ccccc1	i
126	COc1ccccc1N1CCN(CCCCN2C(=O)c3ccccc3C2=O)CC1	i
